Bioassay records from PubChem.
NPC1 promoter act: activators of NPC1 promoter. hit rate 2.4% among 320,000. Potency, µM (top dose mostly 9.22 µM), without a hit: at the top dose activation, most hits filed as activators. Huh7 NPC1 promoter luciferase reporter, 24 h;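 note: % of control where 0% means no effect; nearly all actives have a fitted effect of over 60% in size; reporter is driven by a mutant NPC1 promoter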
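Compounds in DMSO were transferred onto Huh7 NPC1-luciferase reporter cells pre-incubated 2 h; after 24 h at 37 °C, Amplite reagent was dispensed and luminescence recorded 10 min later.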
ELG1 genotoxic: induces genotoxicity in HEK293T cells with luciferase-tagged ELG1; HEK293T ELG1-luciferase reporter, luminescence, 16 h; hit rate 1.3% among 330,000; Potency, µM (highest dose often 46 µM), inactives show at the highest dose activity change, positive = activation, actives largely listed as activators; note: % of control where 0% means no effect; nearly all actives have a fitted effect of over 60% in size
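Reporter readout depends on ELG1 protein level, which increases with genetic stress. After 16 hr compound exposure at 37 °C, luciferase activity was quantified using ONE-Glo.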
MBNL1 CUG block: blocks human MBNL1 binding to CUG repeat RNA | Potency, µM (titrated, usually from 57.5 µM), without a hit: top-dose activity change, negative = inhibition, actives largely listed as inhibitors | AID 2675 | Q9NR56 | TR-FRET MBNL1-His/biotin-(CUG)12 binding, 665/545 ratio | hit rate 0.036% among 280,000; active = well fitted inhibition curve with a large enough effect in the signal ratio, with a control signal flat, not every such curve was filed as active; inconclusive = small, poorly fitted or top-dose-only effect, or effect the other way, or a change in a side signal; inactive = no such curve, though single readings can be large or run the other way; the % refers to the signal ratio; note: % is set by controls: 0 for no effect and ±100 for the full control effect
Target sequence (Q9NR56 whole entry, looked up): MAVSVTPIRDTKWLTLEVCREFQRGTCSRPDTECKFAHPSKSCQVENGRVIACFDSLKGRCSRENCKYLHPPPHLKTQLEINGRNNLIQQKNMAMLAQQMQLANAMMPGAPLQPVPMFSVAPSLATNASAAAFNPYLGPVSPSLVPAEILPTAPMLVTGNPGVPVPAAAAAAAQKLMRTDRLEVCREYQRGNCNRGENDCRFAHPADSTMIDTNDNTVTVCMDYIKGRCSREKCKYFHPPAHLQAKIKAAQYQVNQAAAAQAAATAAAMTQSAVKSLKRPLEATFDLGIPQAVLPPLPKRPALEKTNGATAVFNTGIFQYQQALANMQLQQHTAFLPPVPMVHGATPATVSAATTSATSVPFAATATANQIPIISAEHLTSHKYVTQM
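MBNL1-His + Biotin-(CUG)12, cpd titration 92 nM–58 uM; Tb anti-His Ab 0.055 ng/ul, SA-XL665 5 nM (final); 60 min RT; ratiometric 665/545 nm, Ex 340 nm; normalized to buffer and full-complex controls.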
Rab9 promoter act: Rab9 promoter activation; Potency, µM (top dose mostly 9.22 µM), for inactives: top-dose activation, negative = inhibition, hits mostly activators; Huh7 Rab9 promoter-luciferase reporter, luminescence, 24 h; AID 485297; hit rate 2.8% among 320,000; note: % of control where 0% means no effect; nearly all actives have a fitted effect of over 60% in size
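Measured in stably transfected Huh7 cells bearing a Rab9 promoter–luciferase construct: 24 h compound treatment at 37 °C, followed by luminescence detection.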
MLL CXXC-DNA inh: blocks binding of human MLL CXXC domain to DNA | Potency, µM (titrated, usually from 115 µM), inactives show at the top dose activity change, negative = inhibition, hits mostly inhibitors | MLL-CXXC / FITC-HOXA9 DNA fluorescence polarization | Q03164 | hit rate 0.037% among 290,000 | AID 2662; active = well fitted inhibition curve with a large enough effect in the polarisation, with a control signal flat, not every such curve was filed as active; inconclusive = small, poorly fitted or top-dose-only effect, or effect the other way, or a change in a side signal; inactive = no such curve, though single readings can be large or run the other way; the % refers to the polarisation
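Purified MLL-CXXC (added from a 7 uM solution) was preincubated 5 min at ambient with pinned compounds in 50 mM Tris-HCl pH 7.5, 50 mM NaCl, 1 mM DTT, 0.05% BSA. Fluorescein-labeled HOX-A9 DNA (50 nM solution) followed, 30 min, then polarization read.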
RORgamma inh: inhibitors of mouse ROR gamma transcriptional activity | hit rate 5.4% among 310,000 | P51450 | Potency, µM (doses to about 53.6 µM), for the others: at the highest dose activity change, negative = inhibition, actives largely listed as inhibitors | Drosophila S2 Gal4-RORgamma UAS-luciferase reporter, 20 h; note: % is set by controls: 0 for no effect and ±100 for the full control effect; nearly all actives have a fitted effect of over 60% in size
Target sequence (P51450 whole entry, looked up, the tested form may be a part): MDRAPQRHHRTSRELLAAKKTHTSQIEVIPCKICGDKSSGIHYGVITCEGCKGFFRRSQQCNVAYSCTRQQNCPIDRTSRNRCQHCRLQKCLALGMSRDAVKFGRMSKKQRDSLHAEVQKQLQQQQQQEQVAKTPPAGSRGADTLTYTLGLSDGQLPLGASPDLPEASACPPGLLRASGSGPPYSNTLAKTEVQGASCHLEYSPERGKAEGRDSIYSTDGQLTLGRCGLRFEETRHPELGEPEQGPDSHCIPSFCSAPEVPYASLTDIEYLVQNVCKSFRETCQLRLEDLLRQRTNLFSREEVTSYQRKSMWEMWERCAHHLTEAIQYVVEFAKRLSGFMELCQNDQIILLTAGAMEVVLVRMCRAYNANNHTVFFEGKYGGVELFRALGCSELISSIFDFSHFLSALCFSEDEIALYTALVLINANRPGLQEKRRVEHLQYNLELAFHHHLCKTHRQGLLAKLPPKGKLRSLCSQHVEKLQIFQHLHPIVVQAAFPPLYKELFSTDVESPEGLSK
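Compounds are pin-transferred onto Drosophila Schneider cells expressing a copper-inducible Gal4–ROR gamma transactivation domain fusion. After 1 hr, copper sulfate is added to 700 uM final; luciferase is read 20 hr later.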
BRCA1 expr up: activators of BRCA1 expression; MCF7-BRCA1-FFLuc reporter, luminescence, 48 h; response scale: scaled: vehicle 0%, 10 µM genistein 100%; Potency, µM (titrated, usually from 46.1 µM), inactives show at the highest dose activation, usual class: activators; hit rate 1.1% among 380,000; AID 624202; note: nearly all actives have a fitted effect of over 80% in size; some results filed as inactive show a strong effect at the top dose
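First, MCF7-BRCA1-FFLuc cells (2000/well) attach for 2 h; next, compounds are pin-added and incubated 48 h at 37 °C; finally, luciferase reagent is added and luminescence read after 15 min.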
uPA surface inh: blocks generation of uPA at the cell surface; cell surface uPA generation assay, qHTS; Potency, µM (top dose mostly 38.3 µM), for inactives: at the highest dose activity change, negative = inhibition, usual class: inhibitors; hit rate 0.31% among 330,000; active = well fitted inhibition curve with a large enough effect; inconclusive = small, poorly fitted or top-dose-only effect; inactive = no such curve, though single readings can be large or run the other way; tested in mouse RAW 264.7 cells; note: % is set by controls: 0 for no effect and ±100 for the full control effect; nearly all actives have a fitted effect of over 55% in size
FLuc modulator: counter-screen for miR-21 project: firefly luciferase inhibitors or activators | hit rate 6.9% among 360,000 | purified FLuc, Km substrates, luminescence inhibition | P08659 | Potency, µM (highest dose often 57.5 µM), for the others: top-dose activity change, negative = inhibition, hits mostly inhibitors | AID 588342;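 note: plate controls were vehicle for no effect and reference inhibitor for full effect; nearly all actives have a fitted effect of over 55% in size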
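Biochemical qHTS of compounds, final roughly 60 µM downward over six points, against 10 nM purified firefly luciferase using Km concentrations of substrates (10 uM D-luciferin, 10 uM ATP) in Tris acetate pH 7.5 buffer; luminescence output.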
p53 reactivation: restores transcriptional activity of mutant p53; Potency, µM (doses to about 92.2 µM), inactives show top-dose activity change, positive = activation, actives largely listed as activators; hit rate 0.063% among 320,000; H1299 p53-A138V BP100-luciferase reporter, luminescence, 24 h; note: % of control where 0% means no effect; nearly all actives have a fitted effect of over 45% in size
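p53-null H1299 cells stably carrying temperature-sensitive p53-A138V and a BP100-luciferase reporter were pinned with compounds (4-point, 1:5 series) and held 24 hrs at 37 deg C. Luminescence was read 10 min after detection reagent.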
Gal4-VP16 FLuc: inhibits Gal4-VP16 luciferase reporter, ROR gamma counter-screen; Drosophila S2 Gal4-VP16 UAS-luciferase, luminescence, 20 h; Potency, µM (highest dose often 53.6 µM), for the others: at the highest dose activity, negative = inhibition, usual class: inhibitors; hit rate 3.5% among 310,000;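 note: Gal4-VP16 expression switched on by copper sulfate through the metallothionein promoter; % is set by controls: 0 for no effect and ±100 for the full control effect; nearly all actives have a fitted effect of over 50% in size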
The depositor's hits bear a star; ? = inconclusive; . = no result given; & = joins results of further samples; [ ] = dose if it differs, or a comment. Unless noted, calls come from the whole dose curve; as a rule, active = well fitted curve in the direction sought with a large enough effect; inconclusive = small, poorly fitted or top-dose-only effect, or another doubt; inactive = no such curve, though single readings can be large; an effect the other way counts as inactive or inconclusive. Potency is the fitted concentration of half-maximal effect. Not all compounds are listed (hit frequency here may not be typical).

(1) O=c1cc(-c2ccc(O)cc2)oc2c([C@@H]3O[C@H](CO)[C@@H](O)[C@H](O)[C@H]3O)c(O)c([C@@H]3O[C@H](CO)[C@@H](O)[C@H](O)[C@H]3O)c(O)c12
(2) Cc1ccc(S(=O)(=O)N2CCSC2)cc1C
(3) CC(C)c1ccc(S(=O)(=O)NC2CCCC2)cc1
(4) COC(=O)c1sccc1NC(=O)CSCCc1ccccn1
(5) CCOc1ncccc1C(=O)OCc1cc(=O)oc2c(C)c(C)ccc12
(6) CCN1CCN(C(=O)C2CCC(CNS(=O)(=O)c3ccccc3)CC2)CC1 (stereo not drawn)
Compound,1,2,3,4,5,6
NPC1 promoter act,0%,.,-1%,-3%,-2%,-2%
ELG1 genotoxic,0%,.,-6%,1%,0%,-6%
MBNL1 CUG block,23%,0%,-4%,1%,-5%,-3%
Rab9 promoter act,-3%,.,1%,-3%,-6%,-2%
MLL CXXC-DNA inh,6%,-4%,19%,6%,-2%,-2%
RORgamma inh,-17%,18%,25%,-6%,-23%,0%
BRCA1 expr up,-1%,-4%,-25%,1%,-7%,4%
uPA surface inh,17%,11%,1%,-1%,-3%,5%
FLuc modulator,3%,-2%,2%,2%,3µM*,2%
p53 reactivation,1%,.,14%,-4%,-2%,-1%
Gal4-VP16 FLuc,-14%,19%,-5%,20%,3%,-5%

Fetched by compound from the list above (2):
(3) CC(C)c1ccc(S(=O)(=O)NC2CCCC2)cc1
(2) Cc1ccc(S(=O)(=O)N2CCSC2)cc1C
Compound,3,2
NPC1 promoter act,-1%,.
ELG1 genotoxic,-6%,.
MBNL1 CUG block,-4%,0%
Rab9 promoter act,1%,.
MLL CXXC-DNA inh,19%,-4%
RORgamma inh,25%,18%
BRCA1 expr up,-25%,-4%
uPA surface inh,1%,11%
FLuc modulator,2%,-2%
p53 reactivation,14%,.
Gal4-VP16 FLuc,-5%,19%

Remaining list, next part:
(7) COC(=O)c1cc2ccccc2c(-c2c(O)ccc3ccccc23)c1O
(8) CCOc1ccc(OCCC(=O)OCC(=O)Nc2ccc(N3CCOCC3)cc2)cc1
(9) Clc1cccc(OCCN2CCCC2)c1
(10) CCOC(=O)Cn1cc(/C=C(\C#N)C(=O)N2CCOCC2)c2ccccc21
(11) Cc1ccc(N(C(=O)Cn2nnc3ccccc32)C(C(=O)NCc2ccco2)c2ccc(C)o2)cc1 (stereo not drawn)
(12) O=C(NCc1n[nH]c(=S)n1-c1cccc(C(F)(F)F)c1)c1ccco1
Compound,7,8,9,10,11,12
NPC1 promoter act,0%,-1%,-4%,0%,0%,1%
ELG1 genotoxic,-7%,10%,0%,8%,-4%,0%
MBNL1 CUG block,.,-6%,2%,2%,0%,-7%
Rab9 promoter act,-1%,-5%,5%,4%,8%,-1%
MLL CXXC-DNA inh,-2%,-8%,-1%,2%,-9%,23%
RORgamma inh,-2%[10 µM],0%,-19%,3%,-12%,-30%
BRCA1 expr up,-38%,4%,-2%,-18%,-32%,-13%
uPA surface inh,6%,-3%,4%,2%,4%,3%
FLuc modulator,?,-20%,1%,?,-1%,0%
p53 reactivation,-4%,-3%,4%,11%,2%,-2%
Gal4-VP16 FLuc,-21%,-5%,6%,?,-3%,1%

(13) CC(C#N)Sc1nnc(Nc2ccccc2)s1 (stereo not drawn)
(14) O=Cc1ccc2noc(-c3ccc(F)cc3)c2c1
(15) CC(=O)N[C@@H](C)c1nc2ccccc2n1CCCN1CCN(c2nc(-c3ccc(C)cc3)cs2)CC1
(16) Cc1cc(C(=O)CN2C(=O)NC(CC(C)C)C2=O)c(C)n1-c1ccccc1F (stereo not drawn)
(17) CCC(C)N(C(=O)COC(=O)Cc1n[nH]c(=O)c2ccccc12)C1CCS(=O)(=O)C1 (stereo not drawn)
(18) Cc1ccc(-c2csc(NC(=O)CCNC(=O)c3ccc(Cl)cc3)n2)cc1
Compound,13,14,15,16,17,18
NPC1 promoter act,1%,9%,-4%,2.2µM*,-1%,-1%
ELG1 genotoxic,3%,1%,-4%,?,0%,?
MBNL1 CUG block,-2%,?,-3%,3%,-10%,6%
Rab9 promoter act,-5%,1%,-7%,1.1µM*,-1%,-5%
MLL CXXC-DNA inh,20%,?,-3%,3%,0%,5%
RORgamma inh,23%,39%,?,20%,22%,?
BRCA1 expr up,24%,?,-13%,29%,35%,-15%
uPA surface inh,0%,-4%,?,1%,2%,1%
FLuc modulator,-11%,-16%,-8%,13µM*,1%,0%
p53 reactivation,4%,5%,.,18%,-3%,-2%
Gal4-VP16 FLuc,-2%,-1%,-11%,?,0%,?

(19) COc1ccc(S(=O)(=O)NCCc2ccc(F)cc2)cc1
(20) O=C(OCc1cc([N+](=O)[O-])cc2c1OCOC2)c1ccccn1
(21) Cc1noc(C(=O)N2CCN(Cc3ccc4c(c3)OCO4)CC2)c1Cl
(22) O=C(Nc1cccc([N+](=O)[O-])c1)c1cc2ccccc2cc1O
(23) COc1ccc(CN(C)C(=O)CCN(c2ccccc2)S(=O)(=O)c2ccc(C)cc2)c(OC)c1
(24) C/C(N)=C(/C#N)C(=O)CSc1nnc(Cc2ccccc2F)n1N
Compound,19,20,21,22,23,24
NPC1 promoter act,-2%,-4%,-4%,3%,1%,-7%
ELG1 genotoxic,0%,-2%,-1%,15%,-3%,-1%
MBNL1 CUG block,2%,?,-8%,12%,.,-3%
Rab9 promoter act,1%,-2%,0%,-40%[inhibitor],-2%,8%
MLL CXXC-DNA inh,7%,31%[activator],2%,11%,.,-3%
RORgamma inh,19%,10%,4%,5µM*,.,12%
BRCA1 expr up,4%,18%,0%,5%,-56%,-4%&3%
uPA surface inh,-1%,2%,2%,-16%,-8%,8%&-2%
FLuc modulator,1%,?,1%,0.95µM*,10%,0%
p53 reactivation,-12%,4%,.,2%,-4%,5%
Gal4-VP16 FLuc,0%,-6%,0%,4.5µM*,.,1%

(25) Cc1ccc(CC(=O)NCCS(=O)c2ccc(Cl)cc2)cc1 (stereo not drawn)
(26) CCOC(=O)c1ccc[n+](CC(=O)Nc2cc(C(F)(F)F)ccc2Cl)c1
(27) CCOC(=O)CC(=O)CSc1nc(C)cc(-c2cccnc2)c1C#N
(28) Cc1nn(C)cc1C(C(=O)NC1CCCCC1)N(C(=O)Cc1cccs1)c1ccc(Cl)cc1 (stereo not drawn)
(29) CC(=O)Nc1ccc(S(=O)(=O)NNC(=O)C(=O)NNc2ccccn2)cc1
(30) c1ccc(Cn2c(CSc3nnnn3-c3ccccc3)nc3ccccc32)cc1
Compound,25,26,27,28,29,30
NPC1 promoter act,-4%,-3%,1%,-1%,3%,4%
ELG1 genotoxic,4%,0%,-1%,-9%,0%,1%
MBNL1 CUG block,-22%,7%,22%,.,2%,0%
Rab9 promoter act,3%,-1%,-1%,-5%,1%,-3%
MLL CXXC-DNA inh,-7%,5%,0%,9%,3%,-5%
RORgamma inh,-8%,-24%,-25%,-2%[10 µM],-12%,?
BRCA1 expr up,4%,8%,2%,-29%,-12%,4%
uPA surface inh,4%,2%,6%,5%,21%,15%
FLuc modulator,5%,-2%,6%,3%,0%,1%
p53 reactivation,-1%,1%,-1%,2%,5%,-3%
Gal4-VP16 FLuc,-13%,0%,8%,-5%,3%,-8%

(31) CC(SC1=NCCN1S(=O)(=O)c1ccc(F)cc1)c1ccccc1 (stereo not drawn)
(32) CC(=O)Nc1ccc(S(=O)(=O)NCC2CCC(C(=O)NC(C)c3ccccc3)CC2)cc1 (stereo not drawn)
(33) O=C(Nc1cc2c3c(c1)CC(=O)N3CCC2)c1ccco1
(34) COCCn1nnnc1C(c1ccc(OC)cc1)N1CCN(c2ccccc2F)CC1 (stereo not drawn)
(35) CCCc1nnc(NC(=O)CCC(=O)N2CCN(Cc3ccc(Cl)cc3)CC2)s1
Compound,31,32,33,34,35
NPC1 promoter act,1%,-1%,3%,1%,-11%
ELG1 genotoxic,-8%,-6%,?,0%,-10%
MBNL1 CUG block,?,2%,.,-6%,-5%
Rab9 promoter act,-6%,0%,14%,3%,-20%
MLL CXXC-DNA inh,-1%,0%,.,0%,1%
RORgamma inh,-17%,5%,.,-3%,-15%
BRCA1 expr up,-25%,0%,-16%,-17%,-4%
uPA surface inh,-4%,7%,1%,-8%,-12%
FLuc modulator,2%,0%,-3%,-1%,-1%
p53 reactivation,3%,5%,-4%,-11%,2%
Gal4-VP16 FLuc,20%,4%,.,5%,6%
